High-throughput results (PubChem)
Myeloid diff 2: induction of myeloid progenitor differentiation, primary screen, cell-based, flow cytometry, MLPCN library; ER-HoxA9 myeloid progenitors, lysozyme-GFP differentiation; calls only at 10 µM; 360,000 tested, 1% active; AID 624256, 2012;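 active means normalized GFP-positive differentiation at or above the plate's own cutoff, the solvent-only control mean plus 3 SD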;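 further: cells exposed to compound for four days before flow analysis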
T cell modulator: modulators of CD8 T cell-vesicle binding, primary screen, mouse 2C CD8+ T cells, flow cytometry; 330,000 tested, 0.068% active; calls only at 7 µM; 2C CD8+ T cell-vesicle binding; stronger effect = lower value;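 active means response, share of CD8 T cells binding vesicles, and their 90th percentile fluorescence all below set limits, cut at about 80% in these data, passing the limit was not always enough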
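Benchmarks: naked versus QL9-loaded vesicles / Assay system: purified 2C TCR transgenic mouse naive CD8+ T cells / Technique: high-throughput flow cytometry with anti-B7-1 and anti-CD8 staining / Timing: Cell–vesicle co-incubation 1.5 h at 37 °C, staining 20 min on ice / Read-out: percent CD8+ FL2 mean versus row control / Probe or stimulus: QL9-loaded Drosophila micro-vesicles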
bCat nuc transl: modulators of beta-catenin nuclear translocation, primary screen, imaging, HeLa cells, immunofluorescence, high-content; nuclear translocation activity, % at 5 µM; 190,000 tested, 0.3% active; AID 1665, 2009;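 active means nuclear translocation activity above 50% at 5 µM, with a well cell count of 50 or more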;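 further: per-cell ratio of nuclear to cytoplasmic median beta-catenin stain intensity; plate controls were DMSO negative control for no effect and GSK-3 inhibitor IX positive control for full effect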
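Test system: HeLa cells, endogenous beta-catenin; Compound: single 5 µM dose plus 0.02–20 µM confirmation series; Times: compound exposure 24 h at 37°C; Signal: fluorescence imaging of beta-catenin antibody stain plus DAPI; Read-out: % activation, nuclear-to-cytoplasmic median beta-catenin signal ratio per cell.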
Ins promoter up: insulin promoter activators in MIN6 cells, imaging, high-content screening, mouse beta cells | MIN6 insulin promoter-GFP reporter; stronger effect = higher value | z-score at 5 µM | 190,000 tested, 0.3% active;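 active means z-score above 3 at 5 µM with at least 500 cells counted in the well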
MT stabilize HCS: microtubule stabilizers in HeLa cells, primary screen, imaging, high-content imaging; HeLa tubulin immunostaining HCS, 24 h; share of cells brighter than vehicle mean+2SD; % tubulin-high responders, % at 10 µM; 200,000 tested, 0.83% active;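 active means plate Z-score above 3 for both tubulin-high and condensed-nucleus cell shares, with cell loss under 80%, at 10 µM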;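 further: anti alpha tubulin signal scored within the nucleus-defined area of each cell; some results filed as inactive read as strong as hits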
Autophagy HCS: autophagy modulators in MEF cells, primary screen, imaging, high-content, MEF GFP-LC3; MEF GFP-LC3 puncta imaging; test concentration mostly 10 µM; 190,000 tested, 0.98% active; calls only at 10 µM (by protocol);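 active means percentage of spot-positive cells more than 3 SD above its plate mean, without a fluorescence outlier flag or 80% toxicity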;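 further: spot-positive cell cutoff set from DMSO-treated cells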
Lipid droplet: inhibitors of hepatocyte lipid droplet formation, primary screen, imaging, high-throughput imaging, BODIPY stain | AML12 mouse hepatocytes, oleate lipid droplets | inhibition, % at 6.5 µM | 240,000 tested, 0.4% active;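 active means lipid droplet intensity inhibited by at least 50%, with more than 500 cells counted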
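Technique: fluorescence imaging, 20x objective, two fields per well / Assay system: AML12 hepatocytes (mouse) / Measure: % inhibition of lipid droplet signal / Doses: 6.5 µM single-point dosing / Incubation: overnight exposure / Reagent: 100 µM oleic acid challenge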
West Nile antiviral: West Nile virus antiviral activity, cell-based, CPE readout (AID 1621); West Nile virus-infected cells, CPE inhibition; higher % means a stronger effect; CPE inhibition, % at 10 µM; hits with a dose series show IC50 in µM; 290,000 tested, 0.02% active; in the data active means a potency from the dose series; further: strong numbers were not always called active
WT yeast gro inh: growth inhibition of WT strain, primary screen, mitochondrial fusion inhibitor project, WT and mutant strains, chemical genetic. mitochondrial fusion phenotypic screen. inhibition, % at 10 µM. 190,000 tested, 2.1% active; in the data active means inhibition above about 58%; tested in S. cerevisiae
WT yeast gro inh mutant strain: further read-out of WT yeast gro inh, marked with its call; inhibition, %; mitochondrial fusion phenotypic screen, mutant strain inhibition
Ins promoter up cell count: recorded beside Ins promoter up, whose call it bears; cell count; measured here: cytotoxicity, nuclei count;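 total cells summed across four imaged fields per well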
Lipid droplet cells 6.5 µM: further read-out of Lipid droplet, marked with its call; cell count; measured here: cell count, cytotoxicity flag;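 cells counted across two imaged fields per well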
bCat nuc transl cell count 5 µM: recorded beside bCat nuc transl, whose call it bears; cell count; measured here: cell count, cytotoxicity flag
T cell modulator vesicle-bound %: second read-out of T cell modulator, no call of its own (marks repeat the call); double positive events, %; measured here: CD8+ vesicle-bound cell fraction;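 binding gate set so that unloaded-vesicle control wells show 10% double positive cells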
MT stabilize HCS Hoechst-high %: further read-out of MT stabilize HCS, marked with its call; % Hoechst-high responders; measured here: nuclear condensation Hoechst responders;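 share of cells brighter than vehicle mean plus two SD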
MT stabilize HCS cytotoxicity %: recorded beside MT stabilize HCS, whose call it bears; toxicity, %; measured here: cytotoxicity by cell density;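 0% = mean cell density of plate MIN control wells and 100% = no cells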
Autophagy HCS cell loss 18 h: second read-out of Autophagy HCS, no call of its own (marks repeat the call); toxicity, %; measured here: cell loss, nuclei count;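 cell loss after 18 h compound exposure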
Myeloid diff 2 GFP+ MAC1+ %: also measured in Myeloid diff 2; calls as there; GFP+ MAC1+ double positive, %; measured here: differentiation confirmed by MAC1 staining
An asterisk follows results filed as active; i = inactive; . = no result given.

SMILES	Myeloid diff 2	Myeloid diff 2 GFP+ MAC1+ %	T cell modulator	T cell modulator vesicle-bound %	bCat nuc transl	bCat nuc transl cell count 5 µM	Ins promoter up	Ins promoter up cell count	MT stabilize HCS	MT stabilize HCS Hoechst-high %	MT stabilize HCS cytotoxicity %	Autophagy HCS	Autophagy HCS cell loss 18 h	Lipid droplet	Lipid droplet cells 6.5 µM	West Nile antiviral	WT yeast gro inh	WT yeast gro inh mutant strain
O=C(NCc1ccc(F)cc1)c1cccs1	i	0.7	i	56.0	.	.	.	.	.	.	.	.	.	4.5	851	-0.4%	.	.
O=C(NCc1nnc2c(C(F)(F)F)cc(Cl)cn12)c1ccc2c(c1)OCO2	i	4.3	i	2.0	.	.	.	.	.	.	.	.	.	5.7	731	1.0%	.	.
COC(=O)C1=C(C)N(CC2CC2)C(=O)N[C@H]1c1ccc(Br)cc1	.	.	i	11.7	.	.	-0.23	1294	4.4	2.5	8.2	i	4.7	-40.6	714	-0.6%	8.1	-10.2
COc1ccc(Br)cc1/C=N/NC(=O)c1ccc2nc[nH]c2c1	i	8.0	i	20.7	.	.	.	.	.	.	.	.	.	5.9	778	0.3%	.	.
CCOc1ccccc1N1CCN(C(=O)c2cc(-c3cc(OC)ccc3OC)nc3ccccc23)CC1	i	1.7	i	74.6	.	.	.	.	.	.	.	.	.	0.5	838	0.1%	.	.
COc1ccccc1C(=O)COC(=O)CNS(=O)(=O)c1ccc(NC(C)=O)cc1	i	6.4	i	0.0	.	.	.	.	.	.	.	.	.	-21.7	696	0.1%	.	.
COCC(=O)Nc1nc2ccc(S(C)(=O)=O)cc2s1	i	0.6	i	27.9	-1.9	728	1.38	1154	3.0	2.3	6.8	i	7.2	.	.	0.3%	8.9	16.8
CC(NC(=O)c1ccccc1F)C1CC1 (stereo unspecified)	i	6.7	i	38.0	.	.	.	.	.	.	.	.	.	-43.5	721	0.1%	.	.
CCC(C)NC(=O)c1ccccc1NC(=O)/C(=C/c1ccc(OC)cc1)c1ccccc1 (stereo unspecified)	i	0.5	i	39.3	-0.6	1098	-1.77	1330	2.1	4.8	2.9	i	-48.3	11.8	555	0.1%	41.5	-11.6
CC(=O)Nc1ccccc1OC(C)C(=O)N1CC(C)CC(C)C1 (stereo unspecified)	i	0.9	i	58.1	-1.6	1355	0.56	1477	.	.	.	.	.	-0.5	700	-0.6%	.	.
Cc1cc(NC(=O)CCC(=O)N(Cc2ccc(F)cc2)C(C(=O)NC2CCCC2)c2ccco2)no1 (stereo unspecified)	i	0.3	i	19.3	.	.	.	.	.	.	.	.	.	-10.7	695	-0.8%	.	.
COc1ccccc1N=NC1C(=O)N(C(N)=S)N=C1C (stereo unspecified)	i	0.1	i	67.2	.	.	.	.	.	.	.	.	.	3.6	791	0.8%	.	.
Cc1nc(Cl)nc(N(C)c2ccccc2)c1[N+](=O)[O-]	i	0.4	i	54.5	0.5	1309	-0.25	1394	.	.	.	.	.	-3.2	724	0.0%	.	.
Cn1c(=O)c2c(nc(CN3CCN(c4ccc(F)cc4)CC3)n2Cc2ccccc2F)n(C)c1=O	i	1.1	i	30.0	-1.8	1130	0.15	1076	2.2	3.4	10.8	i	-1.5	.	.	0.1%	-0.1	6.0
C=CCSc1nc(O)c(CC)c(=O)n1C(C)CC (stereo unspecified)	i	0.9	i	22.3	-5.0	989	-0.13	1261	2.8	3.1	5.8	i	7.5	.	.	-0.1%	5.8	-3.2
COc1cccc(OC)c1C(=O)Nn1c(C2CCC2)nc2ccccc2c1=O	i	1.0	i	51.3	2.9	1337	-0.64	1087	2.4	2.3	13.0	i	-14.6	.	.	0.5%	-5.4	7.1
COc1ccc(NC(=O)NC2CCCc3ccccc32)cc1 (stereo unspecified)	i	3.7	i	69.6	.	.	.	.	.	.	.	.	.	-2.0	818	-1.0%	.	.
Cc1ccc(CNC(=O)C2CCC(=O)N(CCc3ccc(Cl)cc3)C2)cc1 (stereo unspecified)	i	0.7	i	32.8	.	.	.	.	.	.	.	.	.	-10.3	820	-0.3%	.	.
Cc1ccc(-c2nnn(CC(=O)N(c3ccc(F)cc3)C(C(=O)NC3CCCC3)c3ccncc3)n2)o1 (stereo unspecified)	i	0.7	i	24.4	.	.	.	.	.	.	.	.	.	-16.7	745	0.6%	.	.
COc1ccc(NC(=O)Nc2ccccc2F)c(C)c1	i	0.3	i	47.8	0.8	999	-0.33	1490	2.1	2.2	2.4	i	-34.3	-5.1	727	-0.4%	-1.0	7.7

The last 3 entries of the part above come first, to join the parts.
SMILES	Myeloid diff 2	Myeloid diff 2 GFP+ MAC1+ %	T cell modulator	T cell modulator vesicle-bound %	bCat nuc transl	bCat nuc transl cell count 5 µM	Ins promoter up	Ins promoter up cell count	MT stabilize HCS	MT stabilize HCS Hoechst-high %	MT stabilize HCS cytotoxicity %	Autophagy HCS	Autophagy HCS cell loss 18 h	Lipid droplet	Lipid droplet cells 6.5 µM	West Nile antiviral	WT yeast gro inh	WT yeast gro inh mutant strain
Cc1ccc(CNC(=O)C2CCC(=O)N(CCc3ccc(Cl)cc3)C2)cc1 (stereo unspecified)	i	0.7	i	32.8	.	.	.	.	.	.	.	.	.	-10.3	820	-0.3%	.	.
Cc1ccc(-c2nnn(CC(=O)N(c3ccc(F)cc3)C(C(=O)NC3CCCC3)c3ccncc3)n2)o1 (stereo unspecified)	i	0.7	i	24.4	.	.	.	.	.	.	.	.	.	-16.7	745	0.6%	.	.
COc1ccc(NC(=O)Nc2ccccc2F)c(C)c1	i	0.3	i	47.8	0.8	999	-0.33	1490	2.1	2.2	2.4	i	-34.3	-5.1	727	-0.4%	-1.0	7.7
Cc1ccc(N(C(=O)c2csnn2)C(C(=O)NC2CCCCC2)c2ccccn2)c(C)c1 (stereo unspecified)	i	0.5	i	42.9	.	.	.	.	.	.	.	.	.	-46.1	765	-0.7%	.	.
CCc1cccc(C)c1NC(=S)N(CCN(C)C)Cc1cccs1	i	0.6	i	44.4	-0.5	1039	0.07	1284	2.6	1.3	6.8	i	30.7	16.9	740	-1.1%	-7.0	5.0
CCOc1ccc(N(CC(=O)Nc2ccc(C)cc2C)S(C)(=O)=O)cc1	i	0.5	i	59.7	.	.	.	.	.	.	.	.	.	3.6	839	-1.1%	.	.
CCOC(=O)N1CCC(N2Cc3cccc(C(=O)NCC4CCN(CC(C)C)C4)c3C2=O)CC1 (stereo unspecified)	i	3.4	i	9.4	.	.	0.98	778	1.4	3.6	8.7	i	-1.2	.	.	-0.5%	-7.6	-4.1
Nc1ccc(C(=O)N/N=C/c2c[nH]c3ccccc23)cc1	i	0.6	i	50.8	.	.	.	.	.	.	.	.	.	6.7	702	0.1%	.	.
Cc1cc(NC(=O)CC2CCCC2)n(-c2nc3ccccc3[nH]2)n1	i	1.8	i	66.3	-2.3	863	-0.57	1139	1.2	2.0	10.9	i	-11.3	.	.	1.7%	.	.
O=C(NC(Cc1ccccc1)C(=O)N1CCCC1C(=O)O)c1ccccc1 (stereo unspecified)	i	1.0	i	52.3	-2.8	887	-0.17	1199	1.9	2.1	8.2	i	-3.9	.	.	-0.1%	-5.4	-0.7
O=C1NCCCN1Cc1ccc(F)cc1	i	3.5	i	38.7	.	.	0.15	909	1.1	1.3	6.8	i	-4.9	2.7	776	-0.2%	-4.0	-5.3
C/C(CC(C)C)=N\NC(=O)Nc1ccccc1	i	1.6	i	4.2	2.1	1154	-0.31	1385	4.3	2.5	9.3	i	4.1	-1.6	624	0.3%	0.6	-18.8
O=C(NCc1ccccc1Cl)c1ccc(-c2ccccc2)cc1	i	0.3	i	46.9	0.8	580	0.22	1183	1.5	2.7	9.8	i	15.1	-30.7	667	0.5%	2.8	-2.2
CCOC(=O)n1c(=O)[nH]c2ccc(Br)cc21	i	0.3	i	56.0	0.8	938	-0.45	1246	3.4	2.2	7.2	i	6.8	1.1	666	0.1%	-3.0	-1.2
CC(C)C(=O)Nc1cccc(C(=O)Nc2cc([N+](=O)[O-])ccc2Cl)c1	i	0.2	i	59.9	2.7	934	-0.31	1568	6.0	1.9	8.6	i	30.0	10.4	698	-0.7%	4.5	-2.0
CCCn1c(=S)[nH]c2cc(OC)c(OC)cc2c1=O	i	0.6	i	8.8	-0.3	1064	-0.49	1750	1.4	0.6	3.4	i	2.3	-1.2	552	0.5%	-4.0	-4.2
CCC(C)(C)NC(=O)CN(Cc1ccco1)C(=O)CCC(=O)Nc1nccs1	i	1.8	i	29.7	.	.	.	.	.	.	.	.	.	-17.7	812	-0.2%	.	.
O=C(/C=C/c1ccccc1)NC(=S)NNC(=O)Cc1cccs1	i	2.2	i	60.4	.	.	.	.	5.2	2.5	2.2	i	11.6	-1.0	690	1.9%	12.8	-0.5
COc1cccc(C(=O)CSc2nnc(-c3cc(OC)c(OC)c(OC)c3)o2)c1	i	2.4	i	33.1	.	.	0.07	648	3.0	2.5	0.4	i	3.1	-8.5	749	-0.2%	23.3	15.8
CC(C)(C)c1ccc(-c2nnc(NC(=O)c3ccccc3)s2)cc1	i	3.2	i	41.4	.	.	.	.	3.9	2.5	7.8	i	12.3	.	.	0.1%	-0.4	-8.2
O=C1c2ccccc2NC(c2ccccc2)N1Cc1ccco1 (stereo unspecified)	i	0.6	i	15.3	0.0	1024	-0.05	1233	2.7	2.1	3.6	i	-61.6	.	.	.	-8.5	-11.8
COc1cccc(CNC(=O)CCS(=O)(=O)c2cccc3nsnc23)c1	i	1.4	i	28.1	0.3	1168	-0.15	853	1.1	1.0	8.2	i	-16.5	1.3	751	.	4.1	3.7
